KB-3-1 tox: kills parental KB-3-1 adenocarcinoma cells | KB-3-1 viability, CellTiter-Glo ATP luminescence, 72 h | Potency, µM (titrated, usually from 46.1 µM), inactives show at the highest dose activity change, negative = cytotoxic, hits mostly cytotoxic | 400,000 tested, 1.4% active; also: % is scaled to controls: 0 for no effect and ±100 for the full control effect; nearly all actives have a fitted effect of over 60% in size
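KB-3-1 cells, DMEM (no phenol red) + 10% FBS; compound by pin transfer, 72 h, 37 °C. Readout: CellTiter-Glo luminescence after 10 min. Data normalized, curve-fitted.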
KB-V1 MDR tox: KB-V1 MDR subline cytotoxicity | KB-V1 MDR cells viability, CellTiter-Glo, 72 h | Potency, µM (series often up to 46.1 µM), for the others: at the highest dose activity change, negative = cytotoxicity, most hits filed as cytotoxic | 400,000 tested, 3.4% active; also: % is scaled to controls: 0 for no effect and ±100 for the full control effect; nearly all actives have a fitted effect of over 60% in size
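In this primary screen, KB-V1 cells overexpressing P-gp are incubated with library compounds (lowest to highest concentration) for 72 h at 37 degrees C before a luminescent ATP viability read.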
TDP43 rescue: TDP-43 toxicity inhibition in yeast | TDP-43 expressing yeast growth rescue, BacTiter-Glo, 24 h | Potency, µM (series often up to 46.1 µM), inactives show top-dose growth rescue (activation), hits mostly activators | 410,000 tested, 1.8% active; also: % of control where 0% means no effect; nearly all actives have a fitted effect of over 50% in size
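Cell-based yeast growth screen: TDP-43 expression induced in galactose, inoculum OD600=0.02 after raffinose pregrowth to mid-log. Read-out BacTiter-Glo luminescence at 24 hr, 30 deg C; inhibition of toxicity seen as signal increase.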
HT1080NT lethal: kills 2HG-producing HT-1080-NT fibrosarcoma cells | HT-1080-NT fibrosarcoma viability, CellTiter-Glo ATP luminescence, 48 h | Potency, µM (highest dose often 46.1 µM), for inactives: at the top dose activity, negative = less viability, most hits filed as cytotoxic | 360,000 tested, 1.6% active;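 also: NT is the 2HG producing partner of a matched IDH1 knockdown line; 0% = DMSO-treated cells and -100% = media-only wells without cells; nearly all actives have a fitted effect of over 55% in size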
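Viability of the 2HG-overproducing fibrosarcoma line after 48 hours of compound exposure at 37 degrees C was determined by luminescence with CellTiter-Glo, and concentration-effect curves were then fitted and categorized.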
GLP1R inv ag: GLP-1 receptor (human) inverse agonism | P43220 | HEK293 GLP-1R CRE-luciferase, luminescence, 24 h; GLP-1R form is constitutively active | Potency, µM (titrated, usually from 38.3 µM), inactives show at the top dose activity change, negative = inhibition, actives largely listed as inhibitors | 410,000 tested, 1.6% active | AID 624417; also: % is scaled to controls: 0 for no effect and ±100 for the full control effect; nearly all actives have a fitted effect of over 55% in size
Target sequence (P43220 whole entry, looked up): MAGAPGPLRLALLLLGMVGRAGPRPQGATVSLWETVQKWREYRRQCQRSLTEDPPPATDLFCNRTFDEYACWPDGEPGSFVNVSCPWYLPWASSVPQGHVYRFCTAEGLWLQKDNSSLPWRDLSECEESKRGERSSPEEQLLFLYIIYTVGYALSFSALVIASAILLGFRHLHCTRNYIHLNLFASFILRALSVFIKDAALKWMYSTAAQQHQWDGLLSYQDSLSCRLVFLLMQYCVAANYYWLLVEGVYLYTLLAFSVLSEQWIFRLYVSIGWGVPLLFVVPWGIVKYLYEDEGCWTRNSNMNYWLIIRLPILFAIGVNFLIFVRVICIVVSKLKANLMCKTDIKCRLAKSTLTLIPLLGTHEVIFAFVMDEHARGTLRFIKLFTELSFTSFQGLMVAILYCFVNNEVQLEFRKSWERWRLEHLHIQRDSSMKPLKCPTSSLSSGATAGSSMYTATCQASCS
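Luminescence readout: a drop in cAMP-driven luciferase signal flags inverse agonism at a constitutively active GLP-1R stably expressed in HEK293. Compound exposure lasted 24 hr at 37 deg C, 5% CO2.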
GLP1R ag: GLP-1 receptor (human) agonism; P43220; HEK293 GLP-1R CRE-luciferase, luminescence, 4-6 h; cells express a hypersensitive GLP-1R form; Potency, µM (highest dose often 45.6 µM), for the others: top-dose activation, hits mostly activators; 380,000 tested, 0.007% active; AID 624172; also: % of control where 0% means no effect
HT1080 IDH1KD tx: kills HT-1080 cells with IDH1 knockdown; HT-1080 IDH1 knockdown viability, ATP luminescence, 48 h; Potency, µM (top dose mostly 46.1 µM), without a hit: top-dose activity, negative = toxicity, most hits filed as cytotoxic; 360,000 tested, 2% active; AID 686971;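 also: 0% = DMSO wells and -100% = cell-free medium wells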
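CellTiter-Glo luminescence after 48 h compound exposure at 37 degrees C of IDH1-knockdown HT-1080 cells in 5% FBS RPMI. %Activity scaled between DMSO wells and cell-free media wells, with curves fitted and assigned curve classes.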
SW480 rerep: inducers of DNA re-replication in SW480 colon cancer cells | SW480 DNA re-replication, Hoechst DNA content imaging, 48 h | Potency, µM (series often up to 46.1 µM), inactives show at the top dose re-replication activation, hits mostly activators | 340,000 tested, 1.8% active | AID 624297; also: % of control where 0% means no effect; nearly all actives have a fitted effect of over 55% in size
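Image-based read-out: total Hoechst fluorescence of nuclei (405 nm excitation, 500-530 nm emission), with hits raising the fraction of high-intensity nuclei. SW480 colon cells incubated 48 hr with compounds at 37 C.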
HEK293 tox: cytotoxic in the GLP-1 receptor inverse agonist counter-screen; AID 624418; 410,000 tested, 0.13% active; HEK293 cAMP-luciferase reporter cells, luminescence, 24 h; Potency, µM (titrated, usually from 38.3 µM), inactives show top-dose activity change, negative = inhibition, actives largely listed as inhibitors;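 also: loss of luciferase light is scored as toxicity; % is scaled to controls: 0 for no effect and ±100 for the full control effect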
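MLSMR compounds, 24 hr on cells at 37 deg C/5% CO2; luminescence after luciferase reagent (12 min RT). Inhibition counted as the undesired cytotoxic outcome.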
Numbers without * were called inactive; ? = inconclusive; . = no result given; [ ] = another dose, or the depositor's remark. Calls follow the shape of the dose curve; as a rule, active = well fitted curve in the direction sought with a large enough effect; inconclusive = small, poorly fitted or top-dose-only effect, or another doubt; inactive = no such curve, though single readings can be large; an effect the other way counts as inactive or inconclusive. Potency is read from the fitted curve at half-maximal effect.

SMILES | KB-3-1 tox | KB-V1 MDR tox | TDP43 rescue | HT1080NT lethal | GLP1R inv ag | GLP1R ag | HT1080 IDH1KD tx | SW480 rerep | HEK293 tox
COC(=O)c1ccc(COc2ccccc2/C=N/Nc2cccc(C(=O)O)c2)cc1 | -3% | 28% | -19% | 13% | 29% | 3% | -1% | -6% | -32%
Nc1cc(N)cc(C(=O)c2ccccc2)c1 | 0% | -4% | -2% | -15% | 24% | 2% | 3% | . | -15%
Cc1cc(=O)c2cc(Br)ccc2[nH]1 | -12% | 16µM* | 24% | -4% | 3% | -7% | -27% | 0% | -12%
Cc1cc(NC(=O)CN2C(=O)C(C)(C)c3ccccc32)ccc1Br | 5% | -17% | 10% | . | ? | . | . | . | -9%
O=C(Cn1nc(CNc2ccc(Br)cc2)[n+]2c1CCCCC2)c1ccc([N+](=O)[O-])cc1 | 13µM* | 1% | 13% | ? | ? | 1% | ? | -7% | -25%
COc1cccc(C(=O)Nc2ccccc2NC(=O)c2cccc(OC)c2)c1 | -16% | ? | -32%[inhibitor] | -9% | ? | 3% | -2% | -3% | 10%
Cc1cc(NC(=O)Nc2ccc(Cl)c(Cl)c2)no1 | -20% | 4% | 2% | 0% | ? | -7% | -4% | -3% | -13%
O=C(CCC(=O)c1ccc(F)cc1)Nc1cc(Cl)cc(Cl)c1 | 4% | -1% | -7% | 10% | ? | 2% | 7% | -1% | -8%
CCn1c(SCC(=O)O)nnc1C1CCCCC1 | -2% | 12% | -2% | -3% | 6% | -1% | -3% | -2% | -22%
Cc1ccc(NC(=O)c2cnc(N3CCCCC3)c3ccccc23)c(C)c1 | -2% | 6% | 6% | . | 4% | . | . | . | -2%
CCOc1ccc(C(=O)Nc2ccccc2-c2ccccc2)cc1Cl | ? | ? | -21% | 13% | 0% | 12% | -7% | -11% | 4%
NC(=O)c1ccc(Br)c(S(=O)(=O)N2CCCCC2)c1 | 0% | 13% | -5% | 0%[9.24 µM] | 6% | 3% | 0% | -2% | -7%
CCOC(=O)N1CCN(S(=O)(=O)c2c(C)[nH]c(=O)[nH]c2=O)CC1 | 2% | 6% | -18% | 23% | 4% | 4% | 24% | -2% | -9%
CCOC(=O)C1=C(CC)Nc2ccccc2N=C1NC(=O)CCNC(C)=O | -2% | 1% | -16% | -4% | 6% | -1% | 0% | -3% | 5%
CCOCCCn1cnc2c(c1=O)c1nc3ccccc3nc1n2-c1ccc(C)cc1 | 5% | 22% | -13% | -2% | 5% | 14% | -5% | -14% | 11%
O=C(COc1ccccc1)Nc1ccc2oc(=O)ccc2c1 | ? | 0% | 15% | 12% | 8% | 12% | 20% | -12% | -8%
CN(C)S(=O)(=O)c1ccc(C(=O)NCc2ccccc2)cc1 | 1% | 4% | -2% | 1% | -2% | -10% | -2% | -6% | 42%[activator]
O=C(Nc1cccc(C(=O)OCc2cc(=O)n3nc(C4CC4)sc3n2)c1)c1ccccc1 | 5% | -8% | -17% | . | 21% | . | . | . | -4%
CC(C)NC(=O)Cn1c(SCC(=O)N2CCCc3ccccc32)nc2ccccc21 | 2% | -15% | -2% | 5% | -10% | 8% | ? | -7% | 3%
CCc1ccccc1NC(=O)c1ccc(-c2csc(C)n2)cc1 | -6% | -12% | -3%[1.82 µM] | -9% | 24% | 20% | -9% | -3% | -5%
CCOC(=O)C1CCN(C(=O)Cn2cnc3sc(C)c(S(=O)(=O)N4CCC(C)CC4)c3c2=O)CC1 | 9% | -24% | 16% | 19% | -1% | 15% | 6% | -3% | -5%
O=C(CN1CCCc2ccccc21)NCc1ccc2c(c1)OCO2 | -2% | ? | 11µM* | 1% | 0% | 12% | -6% | -1% | 9%
CCCNC(=O)c1ccc(S(=O)(=O)c2ccc(OC)cc2)c([N+](=O)[O-])c1 | ? | ? | -9% | ? | ? | -6% | ? | ? | -18%
CCOC(=O)C1=CC[C@@H](c2cc3ccc(OC)cc3n2C)N(S(=O)(=O)c2ccc(C)cc2)[C@H]1C(=O)OCC | 12% | 20% | 11% | ? | -9% | 4% | 7% | -2% | -13%
COc1cc(-c2csc(C)n2)ccc1O | -6% | -10% | 16% | 22% | 27% | 0% | 15% | 1% | 0%

Other results follow.
SMILES | KB-3-1 tox | KB-V1 MDR tox | TDP43 rescue | HT1080NT lethal | GLP1R inv ag | GLP1R ag | HT1080 IDH1KD tx | SW480 rerep | HEK293 tox
C=CCN(CC=C)c1nc2ccccc2nc1C(C#N)C(=O)OCCOC (stereo not given) | 7% | ? | 21% | -4% | ? | 3% | -10%[9.24 µM] | 1% | 38%[activator]
N#Cc1ccc(C2N=C(c3ccccc3)NO2)cc1 (stereo not given) | -10% | 18µM* | ? | 10% | 0% | -1% | -1% | -6% | 3%
CC(=O)c1cccc(NC(=O)CN(c2ccc(C)cc2)S(=O)(=O)c2cccc3nonc23)c1 | 10% | -26% | -9% | -11% | ? | -7% | 0% | -2% | -16%
CC(C)c1ccccc1NC(=O)Nc1nnc([C@@H]2C[C@H](O)[C@@H](CO)O2)s1 | 0% | 8% | 0% | 10% | -5% | -5% | ? | . | 1%
CC(O)CNCc1ccc(-c2ccccc2)cc1 (stereo not given) | -10% | -25% | -10% | -29% | 0% | 2% | -23% | ? | 6%
CCc1cc2c(=O)[nH]c(Cc3ccccc3)nc2s1 | -4% | -2% | ? | ? | 11% | 1% | ? | -5% | 10%
C/C=N\NC(=O)CNC(=O)CNC(=O)c1ccccc1 | -5% | 24% | -19% | 11% | 6% | 5% | ? | 15% | 18%
CC(C)(C)c1ccc(/C=N/NC(=S)NC2CCCCC2)cc1 | ? | ? | 16% | -6% | ? | 4% | ? | ? | ?
Cc1ccc(NC(=O)c2n[nH]c(=O)c3ccccc23)cc1S(=O)(=O)N1CCOCC1 | 13% | -25% | 32% | 9% | 39%[activator] | 15% | 13% | 1% | -1%
O=C1CC(c2ccccc2)=NN1c1ccc([N+](=O)[O-])cc1 | ? | ? | -92%[inhibitor] | 15µM* | ? | 0% | 21µM* | ? | 3%[7.66 µM]
COCCN(Cc1nc2ccccc2c(=O)[nH]1)C(=O)COc1ccccc1-c1ccccc1 | ? | -22% | 0% | -19% | ? | 8% | ? | -373%[inhibitor] | -9%
COc1ccc(N2C(S)=C(C#N)C(=O)NC2c2ccco2)cc1 (stereo not given) | 8% | 0% | -22% | 2% | 13% | 0% | -9% | -225%[inhibitor] | 14%
O=C(CN(Cc1ccccc1)S(=O)(=O)c1ccccc1)N/N=C/c1ccc2c(c1)OCO2 | 3% | -4% | 13% | ? | 30%[activator] | 6% | ? | 2% | ?
CC(c1ccccc1)N(C)C(=O)CSc1nnc(C2CC2)n1C1CC1 (stereo not given) | 16% | 0% | 8% | 9% | 12% | -4% | 14% | -4% | 14%
COc1ccc(-c2nc(SCc3ccccc3)n(S(C)(=O)=O)n2)cc1 | -39% | ? | 2.8µM* | -4% | 0% | -13% | ? | -4% | -6%
N#Cc1c(N)nc(-c2ccccc2)nc1-c1ccccc1 | -6% | 1% | 10% | ? | 36%[activator] | 7% | ? | -1% | 9%
COC(=O)[C@@H](Cc1c[nH]c2ccccc12)NCc1cccc(B(O)O)c1 | 3% | 20% | 6% | 2% | 20% | 0% | -7% | -1% | -13%
COc1ccc(/C=N/NC(=O)c2cc(-c3cccc(C)c3)nc3ccccc23)cc1O | -13% | -12% | -7% | -13% | ? | 15% | -28% | -3% | -16%
COc1ccc(OC)c(C2=CC(=O)C[C@H](c3ccc4c(c3)OCO4)C2)c1 | 10µM* | ? | 25µM* | ? | 1% | 10% | ? | ? | 1%
O=C(CN(C1CCCCC1)S(=O)(=O)c1ccc(Cl)cc1)NCCCO | 2% | 12% | 21% | 3% | 0% | -5% | 0% | 1% | -6%

Molecules shown so far that have an aryl methoxy group:
SMILES | KB-3-1 tox | KB-V1 MDR tox | TDP43 rescue | HT1080NT lethal | GLP1R inv ag | GLP1R ag | HT1080 IDH1KD tx | SW480 rerep | HEK293 tox
COc1cccc(C(=O)Nc2ccccc2NC(=O)c2cccc(OC)c2)c1 | -16% | ? | -32%[inhibitor] | -9% | ? | 3% | -2% | -3% | 10%
CCCNC(=O)c1ccc(S(=O)(=O)c2ccc(OC)cc2)c([N+](=O)[O-])c1 | ? | ? | -9% | ? | ? | -6% | ? | ? | -18%
CCOC(=O)C1=CC[C@@H](c2cc3ccc(OC)cc3n2C)N(S(=O)(=O)c2ccc(C)cc2)[C@H]1C(=O)OCC | 12% | 20% | 11% | ? | -9% | 4% | 7% | -2% | -13%
COc1cc(-c2csc(C)n2)ccc1O | -6% | -10% | 16% | 22% | 27% | 0% | 15% | 1% | 0%
COc1ccc(N2C(S)=C(C#N)C(=O)NC2c2ccco2)cc1 (stereo not given) | 8% | 0% | -22% | 2% | 13% | 0% | -9% | -225%[inhibitor] | 14%
COc1ccc(-c2nc(SCc3ccccc3)n(S(C)(=O)=O)n2)cc1 | -39% | ? | 2.8µM* | -4% | 0% | -13% | ? | -4% | -6%
COc1ccc(/C=N/NC(=O)c2cc(-c3cccc(C)c3)nc3ccccc23)cc1O | -13% | -12% | -7% | -13% | ? | 15% | -28% | -3% | -16%
COc1ccc(OC)c(C2=CC(=O)C[C@H](c3ccc4c(c3)OCO4)C2)c1 | 10µM* | ? | 25µM* | ? | 1% | 10% | ? | ? | 1%

Bioassay records (PubChem BioAssay)
